procasp7 counter: counter-screen for procaspase-3 activators: activators of human procaspase-7; P55210; recombinant procaspase-7, Ac-DEVD-pNA absorbance 405 nm; D23A/D198A/D206A triple mutant, cannot self-cleave; scale: DMSO 0, 5 µM enzyme 100; activation, % at 8.5 µM; hit rate 0.093% among 330,000; AID 463210;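 active = percent activation above the screen-wide mean plus 3 SD, cut at about 25% in these data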
Target sequence (P55210 whole entry D23A/D198A/D206A): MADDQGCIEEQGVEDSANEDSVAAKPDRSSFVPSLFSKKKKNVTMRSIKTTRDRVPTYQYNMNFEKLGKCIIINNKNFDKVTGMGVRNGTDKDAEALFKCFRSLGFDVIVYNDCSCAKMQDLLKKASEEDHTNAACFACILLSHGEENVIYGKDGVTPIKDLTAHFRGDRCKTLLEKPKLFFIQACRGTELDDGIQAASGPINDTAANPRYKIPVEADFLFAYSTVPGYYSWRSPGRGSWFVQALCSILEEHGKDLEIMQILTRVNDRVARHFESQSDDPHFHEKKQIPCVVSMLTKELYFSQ
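Assay system: Uncleavable procaspase-7 mutant enzyme | Input: 2 µM procaspase-7 mutant as dispensed | Timing: 1 h compound preincubation, 2 h substrate cleavage, 25 °C | Repeats: One well per compound | Control set: DMSO wells as 0%, DMSO with 5 µM added PC-7 as 100% | Technique: Epi-absorbance of released pNA at 405 nm, two timepoints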
core dimer inh: blocks dimerization of HCV core protein. TR-FRET GST/Flag-core106 dimerization, 1536-well. inhibition, % at 5 µM. hit rate 0.33% among 300,000. AID 1899;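 active = inhibition above the mean of all tested compounds plus 3 SD, set per screening campaign, cut at about 45% in these data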
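System: GST-tagged and Flag-tagged HCV core protein residues 1-106 / Input: core106 proteins, GST 13.5 nM and Flag 17 nM / Buffer or medium: KF-containing HEPES buffer, pH 7.45, DTT, CHAPS, BSA / Probe or stimulus: Eu-anti-GST and XL665-anti-Flag labelled anti-tag antibodies / Schedule: 4 h, 22.5 °C incubation / Technique: TR-FRET 671 and 617 nm emission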
GASC-1 inh: blocks human GASC-1 demethylase activity | Q9H3R0 | GST-JMJD2C(1-420) H3K9me3 demethylation, DELFIA europium | inhibition, % at 2.35 µM | hit rate 0.069% among 330,000;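 active = more than half of a compound's replicate wells show inhibition beyond 50%, single wells judged on their own value; inconclusive = some, but no more than half, of replicates pass 50% inhibition; inactive = no replicate passes 50% inhibition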;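 note: signal counts dimethyl H3K9 product captured on neutravidin plate; 0% = median of DMSO wells and 100% = 0.3 times that DMSO median; strong numbers were not always called active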
Target sequence (Q9H3R0 1-420 limits assumed): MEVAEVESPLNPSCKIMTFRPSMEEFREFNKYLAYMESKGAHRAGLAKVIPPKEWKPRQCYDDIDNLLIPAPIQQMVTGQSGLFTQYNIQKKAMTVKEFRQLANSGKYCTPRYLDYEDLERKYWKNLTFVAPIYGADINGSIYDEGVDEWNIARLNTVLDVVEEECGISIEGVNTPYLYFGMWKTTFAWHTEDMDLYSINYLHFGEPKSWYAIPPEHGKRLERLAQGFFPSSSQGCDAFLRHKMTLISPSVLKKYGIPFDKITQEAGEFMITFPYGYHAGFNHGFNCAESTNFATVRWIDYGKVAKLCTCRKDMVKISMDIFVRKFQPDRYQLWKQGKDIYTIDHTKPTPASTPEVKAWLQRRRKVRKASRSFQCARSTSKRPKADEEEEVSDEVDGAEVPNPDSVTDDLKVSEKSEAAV
PP5 primary: PP5 (human) phosphatase inhibition; P53041; purified PP5c, OMFP substrate fluorescence; inhibition, % at 6.7 µM; hit rate 0.18% among 320,000;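 active = inhibition above the campaign's mean inhibition across all tested compounds plus 3 SD, cut at about 9.5% in these data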;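 note: 0% = DMSO only and 100% = 100 µM cantharidin control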
procasp3 activ: activators of human procaspase-3; recombinant procaspase-3 D3A, Ac-DEVD-pNA absorbance 405 nm; hit rate 0.11% among 330,000; activation, % at 8.5 µM; P42574; AID 463141;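 active = activation above the mean of all tested compounds plus 3 SD, cut at about 21% in these data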;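 note: 0% = DMSO alone and 100% = DMSO wells spiked with extra 5 µM PC-3 D3A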
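material = Procaspase-3 D3A mutant | probe or stimulus = Ac-DEVD-pNA | compound = single dose, 8.5 µM nominal compound, 0.8% DMSO | timing = 1 h preincubation, 2 h reaction | measured by = 405 nm absorbance of p-nitroaniline, reads at 0 and 120 min | benchmarks = DMSO-only low control, 5 µM PC-3 D3A high control | repeats = singlicate, each compound tested once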
CTSL1 counter: cathepsin L1 inhibition, PFM18AAP counter-screen. recombinant F. hepatica cathepsin L1, Z-Leu-Arg-MCA fluorescence. inhibition, % at 5.96 µM. hit rate 0.49% among 300,000;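 active = inhibition above the mean of all tested compounds plus 3 SD, set per screening campaign, cut at about 17% in these data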;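 note: 0% = plate median of test compound wells and 100% = 1 µM Z-Phe-Ala-diazomethylketone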
Efflux pump inh: inhibitors of Candida antifungal efflux pumps expressed in yeast | S. cerevisiae Candida pump triplex, Nile Red efflux | inhibition, % at 10 µM | hit rate 0.44% among 330,000 | AID 485275;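 active = plate passing quality check with inhibition over a set limit, or well fluorescence over plate mean plus 4 SD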;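 note: Nile Red retained in pooled yeast measured as flow cytometry median fluorescence; 0% = buffer negative control and 100% = Enniatin B positive control; higher means more Nile Red kept so more efflux inhibition; some compounds called inactive have numbers as strong as hits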
TPT1 inh: blocks Candida albicans tRNA 2'-phosphotransferase | recombinant caTPT1, FP RNA substrate dephosphorylation | inhibition, % at 5 µM | hit rate 0.81% among 300,000 | AID 1962;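 active = inhibition above the mean of all tested compounds plus 3 SD, set per screening campaign, cut at about 24% in these data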;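 note: plate controls were DMSO alone for no effect and ferristatin control at 100 nM for full effect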
PP1 counter: counter-screen for PP5 inhibitors: inhibitors of human PP1-alpha | P62136 | AID 2235 | hit rate 0.9% among 320,000 | purified PP1alpha, OMFP fluorescence | inhibition, % at 6.7 µM;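 active = inhibition above the mean inhibition of all tested compounds plus 3 SD, computed separately for each screening campaign, cut at about 15% in these data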
Target sequence (P62136 whole entry, looked up): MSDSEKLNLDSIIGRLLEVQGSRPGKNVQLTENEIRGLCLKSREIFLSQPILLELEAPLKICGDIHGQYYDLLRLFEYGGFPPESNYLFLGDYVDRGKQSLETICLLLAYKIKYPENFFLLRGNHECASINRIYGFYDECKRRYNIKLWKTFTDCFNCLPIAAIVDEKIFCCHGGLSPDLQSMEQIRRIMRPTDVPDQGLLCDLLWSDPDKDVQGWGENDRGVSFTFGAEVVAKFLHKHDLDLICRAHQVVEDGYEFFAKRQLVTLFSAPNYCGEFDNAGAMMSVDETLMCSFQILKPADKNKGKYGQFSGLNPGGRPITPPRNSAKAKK
Numbers without * were called inactive; ? = inconclusive; / = not tested or not shown; & = joins results of further samples. This is a random part of the collection; 2.9% or so of the library scored in one or more.

SMILES	procasp7 counter	core dimer inh	GASC-1 inh	PP5 primary	procasp3 activ	CTSL1 counter	Efflux pump inh	TPT1 inh	PP1 counter
COC(CNC(=O)C(=O)Nc1cc2c3c(c1)CCN3C(=O)CC2)OC	1	7	-1	-0.7	0	1	0.1	-3	-5
O=C(NCC1CCCO1)c1ccccc1-c1nc(-c2ccc(F)cc2)no1 (stereo not given)	8	-3	-2	2.8	-9	-5	0.0	1	-3
COc1cc(NC(=O)c2cc(C)on2)cc(C(=O)Nc2cccc(C(F)(F)F)c2)c1	10	2	-5	6.5	-7	-1	-0.2	-3	-1
COCCN1C(=O)C(O)=C(C(C)=O)C1c1ccc(OC)c(OC)c1 (stereo not given)	-3	-7	-3	-3.6	-7	3	0.0	2	0
CCc1c(C(=O)Nc2cc(C)ccc2OC)[nH]c(C)c1C(C)=O	5	3	4	3.2	2	0	-0.1	4	2
Cc1cccc(OCC(=O)Nc2ccc(S(=O)(=O)Nc3ccccn3)cc2)c1	1	2	-30	2.2	2	-1	-0.1	-1	-2
O=C(OCc1ccccc1)/C(=C/c1cccc([N+](=O)[O-])c1)NC(=O)c1ccco1	9	1	11	0.9	9	13	0.1	2	-2
CCCCn1c(N)c(N(CC(C)C)C(=O)C(C)SCc2nc3sc(C)c(C)c3c(=O)[nH]2)c(=O)[nH]c1=O (stereo not given)	2	-1	0	-0.6	-2	-2	-0.1	5	1
CCOC(=O)N1CCN(C(=O)c2cc3c(=O)n(C)c4ccccc4c3n2C)CC1	2	-2	-2	0.2	11	4	-0.2	1	0
Cc1ccc(OCC(=O)N2CCCc3ccccc32)cc1	-1	2	2	0.5	2	0	0.1	0	0
Cc1ccc(C(=O)C(C)OC(=O)Cc2n[nH]c(=O)c3ccccc23)cc1 (stereo not given)	6	-3	-12	0.0	-6	-1	0.0	-2	-5
COc1ccc(Nc2cc(Cl)nc(N)n2)cc1	1	-5	-11	4.2	-1	-1	0.0	0	2
COc1ccc(N=C2C(=O)N3CCCc4cccc2c43)cc1	10	-14	29	1.7	-4	-5	-0.3	-2	-1
Cc1cc(C(=O)COC(=O)CN=C2NS(=O)(=O)c3ccccc32)c(C)n1CCc1ccc(Cl)cc1	-7	10	-5	2.2	-2	-2	0.2	2	4
Cc1cccc(-n2c(-c3csc(C)c3)n[nH]c2=S)c1	-15	-3	3	3.2	-12	-3	-0.1	1	1
Cc1cccc(OCC(=O)Nc2ccc(S(=O)(=O)N3CCN(C)CC3)cc2)c1	7	3	-7	-0.9	3	-6	0.0	1	0
CCN(CC)S(=O)(=O)c1cc(C(=O)Oc2ccccc2OC)ccc1OC	3	1	3	0.9	3	1	0.0	-3	-1
CCN(CC)CCCN1C(=O)C(O)=C(C(=O)c2cc3cccc(OC)c3o2)C1c1ccncc1 (stereo not given)	-6	1	2	2.5	-4	-1	0.0	1	3
O=C(c1cccc(Br)c1)c1conc1C(=O)c1ccco1	-2	0	4	2.9	7	-5	0.1	-1	1
O=C(/C=C/c1ccccc1)NC1CC2CCCC(C1)N2Cc1ccccc1 (stereo not given)	-10	-3	5	-1.4	-9	-3	0.7	0	7
CCOC(=O)N1CCN(c2nc(-c3ccc(Cl)cc3)cs2)CC1	-6	10	6	1.6	-1	-4	-0.1	-1	4
COc1ccc(C(C)=O)cc1CN1C(=O)NC2(CCCCC2C)C1=O (stereo not given)	-3	0	-3	-0.1	6	-1	0.3	3	0
N#CCCn1cc(/C=C/C(=O)O)c(-c2ccc(F)cc2)n1	2	-4	-12	-0.7	7	-5	0.7	1	-7
Cc1c(C(=O)NNC(=O)c2ccncc2)oc2ccccc12	-10	/	1	-0.8	-8	/	0.2	/	-4
COc1ccc(/C=N/N=C(\N)c2nonc2N)cc1OC	15	4	-7	1.8	9	4	-0.1	-1	-6
O=C(CCC(=O)OCC(F)(F)C(F)F)NCc1ccccc1	9	2	-4	-3.0	2	-14	0.0	-1	-2
COc1ccc(C(=O)NCc2cccnc2)cc1C(=O)NCc1cccnc1	6	12	/	-0.5	10	-7	0.1	-3	-2
c1coc(CN(Cc2ccco2)c2ncnc3c2oc2ccccc23)c1	-6	3	4	2.6	-2	3	-0.1	0	4
CCCN(CCC)CCCNC(=O)c1cc2c(=O)n(C)c3ccccc3c2n1C	13	0	-13	-1.0	10	4	-0.1	-2	-3
COc1ccc(NC(=O)CSc2nnc(-c3ccco3)n2C)cc1	5	-1	-28	4.0	-2	1	0.2	1	-1

Two entries from above, comma-delimited.
compound,procasp7 counter,core dimer inh,GASC-1 inh,PP5 primary,procasp3 activ,CTSL1 counter,Efflux pump inh,TPT1 inh,PP1 counter
N#CCCn1cc(/C=C/C(=O)O)c(-c2ccc(F)cc2)n1,2,-4,-12,-0.7,7,-5,0.7,1,-7
Cc1c(C(=O)NNC(=O)c2ccncc2)oc2ccccc12,-10,/,1,-0.8,-8,/,0.2,/,-4

Further records:
SMILES	procasp7 counter	core dimer inh	GASC-1 inh	PP5 primary	procasp3 activ	CTSL1 counter	Efflux pump inh	TPT1 inh	PP1 counter
CCCc1n(CC(O)COC2CCCCC2)c2ccccc2[n+]1C (stereo not given)	2	2	76	-1.1	-7	0	0.0	1	-3
COc1ccc(S(=O)(=O)N2CC(C)N(C(=O)N(C)C)C2C)cc1 (stereo not given)	3	1	-159	1.9	2	-5	-0.1	-3	-3
CC(C)(C)c1ccc(S(=O)(=O)NC(Cc2ccccc2)C(=O)O)cc1 (stereo not given)	1	2	?	1.0	4	2	0.0	-2	2
COc1ccc(C(C)C)cc1S(=O)(=O)NCCCn1ccnc1	6	9	-2	0.1	7	-2	-0.2	0	-1
CNC(=O)c1nnc(Cc2ccc(F)cc2)o1	10	6	11	2.9	7	-2	-0.1	-3	-2
Cc1ccc(C(=O)OC(C)CN2CCN(C)CC2)cc1 (stereo not given)	8	-1	18	-0.2	6	1	0.1	1	-1
COc1ccc(NC(=O)Nc2ccc(C(=O)N3CCOCC3)cc2)cc1OC	1	-7	7	0.0	9	-3	0.0	-3	1
COc1ccc(Cl)cc1N1C(=O)C2CCCN2C1c1ccc(F)c(F)c1 (stereo not given)	9	4	2	1.9	6	3	-0.1	-2	-10
COc1ccc(CCNC(=O)CSc2ccc(-c3ccccc3)nn2)cc1	3	3	-6	0.3	2	0	0.0	-1	-2
Cc1n[nH]c(C)c1CCC(=O)N/N=C/C=C/c1ccccc1	-5	-3	-3	2.0	1	0	0.1	1	-2
c1ccc(N2CCN(c3nc4cc5c(cc4s3)OCO5)CC2)cc1	-9	-5	42	-1.5	-12	4	0.0	-1	-1
CC(=O)c1ccc(NC(=O)CSc2cn[nH]n2)cc1	5	6	-25	1.7	0	1	-0.1	-3	1
Nc1ccc(C(=O)OCC(=O)NC2CC2)cc1[N+](=O)[O-]	0	0	1	-0.7	-6	-2	0.1	0	-2
COc1ccc(-c2nc3oc4cc(OC)ccc4c(=O)c3c(=O)n2Cc2ccco2)cc1	-10	12	-3	0.1	-7	2	0.0	-1	14
O=C1C=C(c2ccc3c(c2)oc2ccccc23)C[C@@H](c2ccc3c(c2)OCO3)C1	9	/	-5	2.0	9	/	0.1	/	3
OC1CSc2nc3ccccc3n2C1 (stereo not given)	1	5	-6	-2.1	9	-3	0.1	1	-4
COc1ccccc1NC(=O)C1C2C=CC(O2)C1C(=O)O (stereo not given)	-4	-5	5	15*	-8	1	-0.1	0	3
CC(=O)Nc1ccc2c(c1)n(C)c(=O)n2C	6	0	9	1.1	-2	1	0.0	0	-2
CCN1CCc2nc(NC(=O)c3cc(F)c(F)cc3Cl)sc2C1	9	0	7	-0.6	-5	-1	-0.1	3	1
C=CCn1c(SCC(=O)N2CCOCC2)nc2ccccc2c1=O	-5	-2	68	0.1	6	1	-0.1	-4	0
C/C=C/C(O)c1ccc2ccccc2c1 (stereo not given)	2	-4	0	3.1	4	-2	0.1	1	-5
C=CCNC(=S)NCC1COc2ccccc2O1 (stereo not given)	2	-4	-4	0.3	4	-1	0.1	-5	-3
c1ccc(Oc2cccc(Oc3ccccc3)n2)cc1	5	0	-23	0.7	4	3	0.1	2	-1
CCCCn1c(C)nc2cc(S(=O)(=O)N3CCOCC3)ccc21	13	/	/	0.6	4	/	-0.1	/	-2
Cc1ccc(S(=O)(=O)/N=C(\N)Nc2nc(C)c3ccc(C)cc3n2)cc1	-5	12	-8	1.8	-2	3	-0.1	-1	-1
O=C(NCC(c1cccnc1)N1CCN(c2ccccc2F)CC1)c1ccco1 (stereo not given)	1	6	15	1.1	1	-1	0.4	-1	1
O=C(Nc1cc(F)ccc1F)C1CCCN1S(=O)(=O)c1cccc2nsnc12 (stereo not given)	-5	-4	6	0.9	0	-1	-0.2	1	-4
O=C(CSc1nnc(-c2ccccn2)n1Cc1ccco1)c1ccc(-c2ccccc2)cc1	-3	10	-8	1.5	-7	3	0.3	0	12
CC1=C(C(=O)OCc2ccccc2)C(c2ccc(Cl)cc2Cl)NC(=O)N1CCCCCC(=O)O (stereo not given)	-2	3	-6	1.0	-1	3	-0.1	-4	12
CCOc1ccccc1N1CC(C(=O)Nc2nccs2)CC1=O (stereo not given)	1	-1	-1	-1.0	-6	0	0.1	5	0
CC(C(=O)Nc1ccc(S(=O)(=O)N2CCOCC2)cc1)N(c1ccccc1)S(C)(=O)=O (stereo not given)	6	-2	4&-6	-0.7	-7	0	0.0	-3	-2
O=C(OCC(=O)N1CCC(Cc2ccccc2)CC1)c1ccc(CO)cc1	9	/	7	-0.5	3	/	-0.1	/	0
CCCCCN=Cc1c(C)[nH]n(-c2nc3ccccc3s2)c1=O	11	1	3	-0.1	3	-1	0.0	3	2
CCOc1ccc(-c2c[n+](=O)c3c(n2[O-])CCCC3)c(OCC)c1	-3	-5	6	4.3	6	2	0.2	1	-2
Cc1noc(C)c1S(=O)(=O)N(C)C[C@H]1Oc2c(cccc2N(C)C)C(=O)N([C@H](C)CO)C[C@@H]1C	-6	/	37	/	3	/	0.1	/	/
CCCC(=O)C1=C(O)C(C(=O)OC)C(C)(C)CC1=Nc1ccc(C)cc1 (stereo not given)	-3	-3	1	1.0	7	4	-0.1	-3	0
CC(C)c1cc(CNC(=O)C2CCC(=O)N(CCc3ccc(Cl)cc3)C2)on1 (stereo not given)	-6	-3	-4	2.5	1	-4	0.1	1	6
CCCNC(=O)c1ccc2c(=O)c(O)c(-c3ccc(Cl)c([N+](=O)[O-])c3)[nH]c2c1	-3	40	19	0.1	9	4	-0.2	-4	4
CCC(=O)N1N=C(c2cccs2)CC1c1ccco1 (stereo not given)	3	2	-16	0.8	3	0	-0.1	-8	-4

Compound activity: PubChem BioAssay, several laboratories
